FUS yeast rescue: qHTS for Suppressors of FUS Proteinopathy: Primary screen using FUS-linked yeast assay; S. cerevisiae FUS-expressing, growth rescue, OD600, 24 h; Potency, µM (titrated, usually from 76.6 µM), for inactives: at the top dose growth rescue (activation), hits mostly activators; 390,000 tested, 0.24% active; AID 1347120, 2019;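 also: potency is read from the fitted curve at half-maximal effect; plate controls were DMSO vehicle for no effect and reference control for full effect; nearly all actives have a fitted effect of over 55% in size; some results filed as inactive show a strong effect at the top dose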
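Compound concentration series was pinned onto galactose-induced FUS-expressing yeast seeded at OD 0.005. Plates sat 24hr at 30C; absorbance at 600 nm gave growth. DMSO served as background control.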
PTHR1 ag: qHTS for PTHR1 Agonists: Primary Screen | HEK293 GP2 PTHR1 cells, GloSensor cAMP luminescence, 1 h | 410,000 tested, 0.075% active | Parathyroid hormone/parathyroid hormone-related peptide receptor (Homo sapiens), Q03431 | AID 743266, 2014 | Potency, µM (top dose mostly 115 µM), without a hit: at the top dose activation, most hits filed as activators; also: potency is read from the fitted curve at half-maximal effect; nearly all actives have a fitted effect of over 55% in size; some results filed as inactive show a strong effect at the top dose; inactives centre near -15; many of its hits are not listed in these tables
Target sequence (Q03431 whole entry, looked up): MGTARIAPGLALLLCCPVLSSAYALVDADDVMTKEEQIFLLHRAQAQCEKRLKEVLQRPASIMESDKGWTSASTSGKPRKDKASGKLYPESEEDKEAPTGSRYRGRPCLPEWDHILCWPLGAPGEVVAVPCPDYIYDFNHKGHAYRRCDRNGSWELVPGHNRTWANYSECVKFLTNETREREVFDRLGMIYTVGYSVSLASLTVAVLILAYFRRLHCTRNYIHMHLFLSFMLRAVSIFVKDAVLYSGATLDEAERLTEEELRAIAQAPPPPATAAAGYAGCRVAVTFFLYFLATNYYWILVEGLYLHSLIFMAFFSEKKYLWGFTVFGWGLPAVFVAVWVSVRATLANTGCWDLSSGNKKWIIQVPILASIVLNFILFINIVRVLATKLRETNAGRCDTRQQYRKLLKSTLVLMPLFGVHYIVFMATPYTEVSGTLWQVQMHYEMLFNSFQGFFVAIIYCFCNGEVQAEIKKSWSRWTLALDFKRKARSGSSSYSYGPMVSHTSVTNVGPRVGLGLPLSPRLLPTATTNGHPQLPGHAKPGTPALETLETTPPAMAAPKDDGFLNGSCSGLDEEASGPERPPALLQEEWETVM
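HEK-293-derived GP2 cells expressing PTHR1 and a GloSensor cAMP reporter, 3,000/well, plated overnight, given luciferin plus IBMX (each 0.5 mM as added) for 1 h at 37 °C, then compound for 1 h at 37 °C. Luminescence was read after 15 min at room temperature.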
Abeta yeast res: qHTS for compounds that reverse cellular toxicity of Amyloid beta (A-beta) peptide in yeast: Primary Screen. yeast expressing A-beta42, growth rescue, OD600, 48 h; response scale: 0% DMSO, 100% iron-clioquinol control. Potency, µM (titrated, usually from 46.1 µM), for inactives: top-dose growth rescue, usual class: activators. 410,000 tested, 0.063% active. AID 1347071, 2019; also: potency is read from the fitted curve at half-maximal effect; nearly all actives have a fitted effect of over 55% in size
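Growth rescue measured by 600 nm absorbance after 48 h yeast culture at 30 C with compound. Values normalized between DMSO and an equimolar ferric chloride plus clioquinol control.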
HEK293 tox: qHTS of GLP-1 Receptor Inverse Agonists: Cytotox Screen; Potency, µM (doses to about 38.3 µM), inactives show top-dose activity change, negative = inhibition, usual class: inhibitors; 410,000 tested, 0.13% active; AID 624418, 2012; HEK293 cAMP-luciferase reporter cells, luminescence, 24 h;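 also: loss of luciferase light is scored as toxicity; potency is read from the fitted curve at half-maximal effect; % is scaled to controls: 0 for no effect and ±100 for the full control effect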
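A 23 nL compound transfer followed 12 hours of cell culture at 37 deg C; exposure then lasted 24 hr. Luciferase assay detection reagent was dispensed and plates read for luminescence after a 12 min room-temperature wait.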
MmCpn inh: Inhibitors of TCP-1 ring complex (TRiC) of Methanococcus maripaludis (MmCpn): qHTS. Chaperonin Mm-Cpn (Methanococcus maripaludis). 330,000 tested, 0.031% active. Potency, µM (top dose mostly 76.9 µM), for inactives: at the top dose activity, negative = inhibition, actives largely listed as inhibitors. purified Mm-Cpn ATPase, ADP Transcreener TR-FRET; also: potency is read from the fitted curve at half-maximal effect; % is scaled to controls: 0 for no effect and ±100 for the full control effect; nearly all actives have a fitted effect of over 80% in size
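25 nM Mm-CPN + cpd, 10 min 37°C; + 10 uM ATP, 30 min 37°C; buffer 30 mM Tris pH 7.4, 100 mM KCl, 5 mM MgCl2, 1 mM DTT; Transcreener ADP HTRF detection 30 min RT.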
GLP1R inv ag: qHTS of GLP-1 Receptor Inverse Agonists (Inhibition Mode); Glucagon-like peptide 1 receptor (Homo sapiens), P43220; HEK293 GLP-1R CRE-luciferase, luminescence, 24 h; GLP-1R form is constitutively active; Potency, µM (top dose mostly 38.3 µM), for the others: at the highest dose activity change, negative = inhibition, usual class: inhibitors; 410,000 tested, 1.6% active; AID 624417, 2012; also: potency is read from the fitted curve at half-maximal effect; % is scaled to controls: 0 for no effect and ±100 for the full control effect; nearly all actives have a fitted effect of over 55% in size
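Using stably transfected HEK293 (constitutively active GLP-1R, cAMP-luciferase reporter), compounds were incubated 24 hr and luciferase measured by luminescence.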
pAkt inh: HTS Assay for Inhibitors of Akt Phophorylation: Primary Screen | Neuro2A IGF-stimulated pAkt S473 HTRF, 20 min; active compounds read low | activity change, % for hits at 50 µM | 360,000 tested, 0.32% active | AID 651550, 2012; in the data active = activity change below about -80%; inconclusive = mostly about -51% to -80%; also: % is scaled to controls: 0 for no effect and ±100 for the full control effect
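Neuro2A cells in DMEM with 0.5% FBS, overnight at 37 deg C, given compound at single 50 µM final, then IGF (6 nM final) for 20 min at 37 deg C. Lysed; phospho-Akt Ser473 by HTRF after 24 h, 665/615 ratio.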
TDP-43 yeast inh: qHTS of TDP-43 Inhibitors. AID 652104, 2013. 410,000 tested, 1.8% active. Potency, µM (titrated, usually from 46.1 µM), for inactives: at the top dose growth rescue (activation), hits mostly activators. TDP-43 expressing yeast growth rescue, BacTiter-Glo, 24 h; also: potency is read from the fitted curve at half-maximal effect; % of control where 0% means no effect; nearly all actives have a fitted effect of over 50% in size
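Luminescence from BacTiter-Glo reports growth of TDP-43-expressing yeast after 24 hr at 30 deg C with compound. Cells were raffinose-pregrown to mid-log, then seeded in galactose medium at OD600=0.02.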
aSyn yeast inh: qHTS of alpha-syn Inhibitors. AID 652106, 2013. Yeast expressing alpha-synuclein, growth rescue, BacTiter-Glo, 24 h. 370,000 tested, 0.14% active. Potency, µM (highest dose often 46.1 µM), inactives show top-dose growth rescue (activation), most hits filed as activators; also: potency is read from the fitted curve at half-maximal effect; % of control where 0% means no effect; nearly all actives have a fitted effect of over 65% in size
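Screening used galactose-induced yeast with toxic alpha-synuclein levels, exposed to compound for 24 hr at 30 deg C. Cell growth, read with BacTiter-Glo luminescence, gave the measured signal.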
* hit, by the source's call; i = inactive; ? = inconclusive; . = not tested or not shown; [ ] = remark or other dose. Unless noted, calls follow the shape of the dose curve; as a rule, active = well fitted curve in the direction sought with a large enough effect; inconclusive = small, poorly fitted or top-dose-only effect, or another doubt; inactive = no such curve, though single readings can be large; an effect the other way counts as inactive or inconclusive. This is a subset; the hit share may differ from the screen's.

SMILES	FUS yeast rescue	PTHR1 ag	Abeta yeast res	HEK293 tox	MmCpn inh	GLP1R inv ag	pAkt inh	TDP-43 yeast inh	aSyn yeast inh
O=C(O)CCCCCCCCCC(=O)c1cccs1	8%	-21%[57.5 µM]	10%	-6%	0%	7%	i	6%	15%
CCOc1ccccc1N(CC(=O)N1CCOCC1)S(=O)(=O)c1ccccc1	11%	i	-7%	-11%	-2%	0%	i	5%	5%
CCNc1nc(N2CCCCC2)nc(-n2nnc(C(=O)OCC)c2C)n1	34%	-3%	-3%	4%	-3%	0%	i	18µM*	0%
COc1cc(CCC(=O)Nc2cc(Cl)ccc2N2CCN(C)CC2)cc(OC)c1OC	16%	-4%[57.5 µM]	-18%	6%	3%	-3%	i	-15%	12%
Cn1ncc2c1ncn1nc(CCc3ccccc3)nc21	-17%	-29%[57.5 µM]	6%	-16%	-1%	-8%	i	3%	3%
COc1cc(OC)c(-c2sc(Nc3ccccc3)n[n+]2-c2ccc(F)cc2)cc1OC	-4%	6%	-11%	?	1%	3%	i	-3%	7%
COC(=O)c1ccsc1NC(=O)CN1CCN(c2ncccn2)CC1	3%	-57%[inhibitor]	15%	-2%	0%	2%	i	3%	-15%
COc1ccc(C(=O)N/N=C(\C)CC(=O)Nc2ccc3c(c2)OCCO3)c(OC)c1	27%	i	1%	-1%	0%	-2%	i	-18%	14%
CCOc1ccccc1N(C(=O)c1snc(C(N)=O)c1N)C(C(=O)NC1CCCC1)c1ccco1 (stereo not given)	.	-28%	24%	-7%	2%	-7%	i	?	6%
CCOC(=O)c1ccc(NC(=O)Cn2cnc3cc(C)c(C)cc32)cc1	-19%	-40%[inhibitor]	-17%	-18%	-1%	?	i	-4%	5%

A different layout for some results above:
Below each compound – FUS yeast rescue | PTHR1 ag | Abeta yeast res | HEK293 tox | MmCpn inh | GLP1R inv ag | pAkt inh | TDP-43 yeast inh | aSyn yeast inh
CCOc1ccccc1N(CC(=O)N1CCOCC1)S(=O)(=O)c1ccccc1
  11% | i | -7% | -11% | -2% | 0% | i | 5% | 5%
CCOc1ccccc1N(C(=O)c1snc(C(N)=O)c1N)C(C(=O)NC1CCCC1)c1ccco1 (stereo not given)
  . | -28% | 24% | -7% | 2% | -7% | i | ? | 6%
Cn1ncc2c1ncn1nc(CCc3ccccc3)nc21
  -17% | -29%[57.5 µM] | 6% | -16% | -1% | -8% | i | 3% | 3%

3 entries already listed, sorted by count of non-hydrogen atoms, high to low.
SMILES	FUS yeast rescue	PTHR1 ag	Abeta yeast res	HEK293 tox	MmCpn inh	GLP1R inv ag	pAkt inh	TDP-43 yeast inh	aSyn yeast inh
COc1cc(CCC(=O)Nc2cc(Cl)ccc2N2CCN(C)CC2)cc(OC)c1OC	16%	-4%[57.5 µM]	-18%	6%	3%	-3%	i	-15%	12%
CCOc1ccccc1N(CC(=O)N1CCOCC1)S(=O)(=O)c1ccccc1	11%	i	-7%	-11%	-2%	0%	i	5%	5%
Cn1ncc2c1ncn1nc(CCc3ccccc3)nc21	-17%	-29%[57.5 µM]	6%	-16%	-1%	-8%	i	3%	3%

New compounds follow:
SMILES	FUS yeast rescue	PTHR1 ag	Abeta yeast res	HEK293 tox	MmCpn inh	GLP1R inv ag	pAkt inh	TDP-43 yeast inh	aSyn yeast inh
O=C(Nc1nonc1NC(=O)C1CCCCC1)C1CCCCC1	8%	-37%[inhibitor]	15%	-3%	-1%	?	i	10%	4%
Cc1cc(C)n(-c2ccc(C(=O)N3CCC(CO)(Cc4ccccc4)CC3)cc2)n1	30%	-33%[inhibitor]	7%	-33%	2%	-8%	i	16%	22%
CN(CCC#N)C(=S)Nc1ccc(S(=O)(=O)N2CCOCC2)cc1	-25%	-19%	9%	1%	1%	-18%	i	-5%	-2%
c1ccc2nc(-c3nc4ccccc4[nH]3)ccc2c1	-34%	-23%[57.5 µM]	-36%[inhibitor]	-2%	-3%	10µM*	i	-35%[inhibitor]	-34%[inhibitor]
CCCNC(=O)NC(=O)COC(=O)c1ccc(OC)c(S(=O)(=O)N2CCCc3ccccc32)c1	31%	i	0%	3%	0%	0%	i	?	-5%
CCOc1ccc(N(C)S(=O)(=O)c2ccc3c(c2)CCCN3C(C)=O)cc1	45%	-7%	6%	2%	.	-16%	.	23%	.
COC(=O)c1ccc(-c2nc3cc(NC(C)=O)ccc3o2)cc1	-18%	-16%	-16%	0%	.	3%	.	-7%	.
CCCn1nc(C(=O)Nc2cc(S(=O)(=O)Nc3ccc(OC)cc3)ccc2O)c2ccccc2c1=O	8%	8%	11%	-7%	-1%	13%	i	2%	-12%
CCN(CC)CCOC(=O)c1ccc(N/C=C(/C#N)c2nc(-c3cccc(OC)c3)cs2)cc1	11%	3%	-2%	?	-2%	8%	i	-10%	-10%
c1ccc(CNc2ncnc3sccc23)cc1	-6%	-37%[inhibitor]	23%	8%	3%	?	.	?	-23%
CCOc1ccccc1NC(=O)NCCCCc1ccccc1	-17%	-4%	10%	3%	-1%	?	i	8%	-10%
COc1ccccc1NS(=O)(=O)c1ccc(OC)c(OC)c1	9%	i	21%	-7%	0%	-3%	i	19%	0%
CCC(C(=O)N1CCOCC1)n1nc(C)c2c(C)n(-c3ccccc3)nc2c1=O (stereo not given)	-4%	i	.	8%	2%	5%	i	9%	1%

Three entries from above, with bars between the fields:
Structure | FUS yeast rescue | PTHR1 ag | Abeta yeast res | HEK293 tox | MmCpn inh | GLP1R inv ag | pAkt inh | TDP-43 yeast inh | aSyn yeast inh
O=C(Nc1nonc1NC(=O)C1CCCCC1)C1CCCCC1 | 8% | -37%[inhibitor] | 15% | -3% | -1% | ? | i | 10% | 4%
Cc1cc(C)n(-c2ccc(C(=O)N3CCC(CO)(Cc4ccccc4)CC3)cc2)n1 | 30% | -33%[inhibitor] | 7% | -33% | 2% | -8% | i | 16% | 22%
CN(CCC#N)C(=S)Nc1ccc(S(=O)(=O)N2CCOCC2)cc1 | -25% | -19% | 9% | 1% | 1% | -18% | i | -5% | -2%

Source: PubChem (National Center for Advancing Translational Sciences (NCATS))
